# HCV inhibitor: qHTS Assay for Inhibitors of Hepatitis C Virus (HCV); Huh7.5.1 HCVcc-Cre infection, luciferase reporter, 44 h; Potency, µM (doses to about 41.8 µM), without a hit: top-dose activity change, negative = inhibition, most hits filed as inhibitors; 340,000 compounds, 3.4% hits; AID 651820, 2012; further: potency means the concentration at half of the fitted maximal effect
#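 Antiviral activity was scored by luciferase reporter output from cells infected with HCVcc-Cre (~0.5 moi) in presence of compound, 44 h infection period, cells seeded 1,000/well 4 h prior.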
# Sm TGR block: qHTS Assay for the Inhibitors of Schistosoma Mansoni Peroxiredoxins; Schistosoma mansoni thioredoxin glutathione reductase (TGR), Q962Y6; purified TGR, DTNB reduction, TNB absorbance 405 nm; Potency, µM (doses to about 114 µM), without a hit: at the top dose activity change, negative = inhibition, hits mostly inhibitors; 360,000 compounds, 3% hits; AID 485364, 2010; further: potency means the concentration at half of the fitted maximal effect; nearly all actives have a fitted effect of over 60% in size
#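 First, TGR (20 nM dispensed) and NADPH were mixed with compound. Second, a 15 min room-temperature incubation followed. Third, further NADPH and then DTNB were added to start the reaction. Finally, TNB absorbance was monitored kinetically.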
# AmpC inh no detg: qHTS Inhibitors of AmpC Beta-Lactamase (assay without detergent); AID 485341, 2010; P00811; 330,000 compounds, 0.52% hits; AmpC nitrocefin hydrolysis, absorbance 480 nm, 0.0001% Triton; Potency, µM (top dose mostly 57.1 µM), inactives show top-dose activity change, negative = inhibition, usual class: inhibitors;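 further: potency means the concentration at half of the fitted maximal effect; plate controls were no compound for no effect and no enzyme for full effect; nearly all actives have a fitted effect of over 20% in size; some results filed as inactive show a strong effect at the top dose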
# Target sequence (P00811 whole entry, looked up): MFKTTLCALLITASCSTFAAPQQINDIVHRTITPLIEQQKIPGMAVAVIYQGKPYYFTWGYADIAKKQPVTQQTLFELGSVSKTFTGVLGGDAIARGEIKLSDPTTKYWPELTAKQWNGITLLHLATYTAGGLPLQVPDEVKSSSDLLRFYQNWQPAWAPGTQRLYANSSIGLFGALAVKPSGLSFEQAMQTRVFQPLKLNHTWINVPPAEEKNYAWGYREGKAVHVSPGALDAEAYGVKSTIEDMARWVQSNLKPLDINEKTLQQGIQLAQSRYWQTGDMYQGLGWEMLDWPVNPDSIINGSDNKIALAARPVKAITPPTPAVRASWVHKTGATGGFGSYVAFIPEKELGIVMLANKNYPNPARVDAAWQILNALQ
#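 20 mM phosphate pH 7.0 + 0.01% (detergent screen) or 0.0001% Triton X-100; 5.3 nM AmpC reagent; cpd preinc 15 min RT; nitrocefin (800 uM stock) to start; A480 q20 s × 4 min; Activity was normalised to no-enzyme and no-compound control wells.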
# AmpC detergent: qHTS Inhibitors of AmpC Beta-Lactamase (assay with detergent); Potency, µM (titrated, usually from 114 µM), inactives show at the highest dose activity change, negative = inhibition, most hits filed as inhibitors; P00811; 370,000 compounds, 0.041% hits; AmpC hydrolysis of nitrocefin, absorbance 480 nm, 0.01% Triton;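 further: potency means the concentration at half of the fitted maximal effect; 0% = no-compound wells and -100% = no-enzyme wells; nearly all actives have a fitted effect of over 25% in size; some results filed as inactive show a strong effect at the top dose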
#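 AmpC (5.3 nM in the dispensed reagent) in 20 mM phosphate pH 7.0 with 0.01% (detergent screen) or 0.0001% Triton X-100 was preincubated with compounds for 15 min at room temperature. Nitrocefin was then added from an 800 uM solution, and hydrolysis was followed at 480 nm.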
# HCMV antiviral: qHTS Assay for inhibitors of the human cytomegalovirus (HCMV); HFF cells, HCMV-luciferase reporter, 72 h; stronger effect = lower value; activity change, negative = inhibition, % at 57.5 µM; 410,000 compounds, 4.5% hits; in the data active means activity change below about -60%; inconclusive means no clear call, values can overlap the other calls; inactive means above about -39%
#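 Steps: HFFs plated, 16 h 37C; compounds added; HCMV-luciferase added to MOI 1 PFU/cell; 72 h 37C; OneGlo reagent, 5 min room temperature; luminescence read, normalized to controls.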
# Giardia FBPA inh: qHTS Assay for Inhibitors of Fructose-1,6-bisphosphate Aldolase from Giardia Lamblia. Potency, µM (titrated, usually from 59.6 µM), inactives show at the top dose activity, negative = inhibition, usual class: inhibitors. 290,000 compounds, 0.71% hits. purified Giardia FBPA. A8B2U2; further: potency means the concentration at half of the fitted maximal effect; nearly all actives have a fitted effect of over 55% in size
# Target sequence (A8B2U2 whole entry, looked up): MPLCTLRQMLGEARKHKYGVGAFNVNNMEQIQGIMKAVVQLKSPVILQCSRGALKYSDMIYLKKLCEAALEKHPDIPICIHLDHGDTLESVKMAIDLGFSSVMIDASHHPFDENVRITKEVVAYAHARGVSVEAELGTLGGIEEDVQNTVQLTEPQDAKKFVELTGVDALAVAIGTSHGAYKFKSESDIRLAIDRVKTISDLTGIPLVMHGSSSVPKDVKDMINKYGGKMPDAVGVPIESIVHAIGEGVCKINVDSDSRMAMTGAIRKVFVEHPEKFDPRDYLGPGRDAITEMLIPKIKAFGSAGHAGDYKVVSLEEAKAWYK
#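 Giardia FBPA (40 nM reagent) was preincubated 10 min at RT with compound (up to 57.5 uM final), then substrate plus GAPDH/TPI/NAD/arsenate coupling system with diaphorase/resazurin was added; resorufin fluorescence (525/598 nm) was read after 20 min.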
# * marks the source's active call; other numbers are inactive results; u = inconclusive; x = no result given; & = joins results of further samples; [ ] = another dose, or the depositor's remark. Unless noted, the call rests on the fitted dose curve; in most records, active means well fitted curve in the direction sought with a large enough effect; inconclusive means small, poorly fitted or top-dose-only effect, or another doubt; inactive means no such curve, though single readings can be large; an effect the other way counts as inactive or inconclusive. Unless noted, on the % scale 0 is the no-effect control and ±100 the full control effect. Rows were taken by chance, and some 9.9% of all compounds hit somewhere here.
# Each structure is followed by: HCV inhibitor, Sm TGR block, AmpC inh no detg, AmpC detergent, HCMV antiviral, Giardia FBPA inh
- COC(=O)c1sccc1Oc1c(Cl)cccc1[N+](=O)[O-]
  15%, -9%, -17%, u, -16, 10%
- COc1ccccc1Nc1nc(N)nc(CSC(=S)N2CCOCC2)n1
  u, 0%, 29%, 1%, 37, -2%
- CCOc1ccc(CCNC(=O)C(CC(C)C)N2Cc3ccccc3C2=O)cc1OCC (stereo unspecified)
  x, 3%, x, 3%, -8, x
- CCN1CCN(c2cc(C)c3cc(NC(=S)N4CCN(c5ccc(F)cc5)CC4)ccc3n2)CC1
  u, 9%, -7%, -5%, -2, 1%
- O=C(OC(C(=O)NCc1ccco1)c1ccc(Cl)cc1)c1cccs1 (stereo unspecified)
  16%, -28%, -32%, -11%, 7, -5%
- COc1cccc(CNC(=O)CN(C)S(=O)(=O)c2ccc3c(c2)n(C)c(=O)c(=O)n3C)c1
  8%, -13%, 12%, 1%, -4, x
- O=C(CCC(=O)N(Cc1ccco1)C(C(=O)NC1CCCC1)c1ccncc1)Nc1cccnc1 (stereo unspecified)
  23%, 25µM*, 4%, u, 21, -14%
- O=C1NN=COc2ccccc21
  8%, 1%, -19%, 0%, -35, -18%
- COc1ccc(OC)c(NC(=O)CCN2C(=O)c3cccc([N+](=O)[O-])c3C2=O)c1
  4%, -20%, 1%, -14%, -15, -11%
- O=C(NCCCN1CCN(c2cccc(Cl)c2)CC1)c1sc2ncccc2c1-n1cccc1
  x, 1%, x, -5%, 48, x
- CCOc1ccc(CN2CCN(CC(O)Cn3c4ccccc4c4ccccc43)CC2)cc1 (stereo unspecified)
  18%, 0%, 354%[activator], u, -1, 1%
- Fc1ccc2[nH]c(-c3cccs3)cc2c1
  x, -10%, x, -7%, -2, x
- CC(C)CCOc1ccc(C(=O)N2CCCC2C(=O)O)cc1 (stereo unspecified)
  6%, 15%, -16%, 6%, -15, 11%
- CCOC(=O)N1CCC(NCCNC(=O)c2cccc(F)c2)CC1
  -16%, 3%, 4%, 6%, -25, x
- CC(C)CNC(C)C(=O)Nc1ccc(S(N)(=O)=O)cc1 (stereo unspecified)
  9%, -13%, 1%, 2%, 9, 4%
- Fc1ccc(CNCCC(Cc2ccccc2)c2ccco2)cc1 (stereo unspecified)
  u, -2%, -1%, 5%, -22, 0%
- CCc1ccccc1N(C)S(=O)(=O)c1ccc2[nH]cc(C(=O)N3CCc4ccccc43)c(=O)c2c1
  -3%, 9%, -34%, u, -12, 7%
- O=C(CN1CCOCC1)Nc1c(-c2ccccc2)c2cc(Br)ccc2[nH]c1=O
  7%, 8%, 89%[activator], -5%, x, 0%
- O=C(N/N=C/C1CC=CCC1)c1cc(Br)ccc1O (stereo unspecified)
  1%, -4%, u, -9%, -31, 15%
- CN(C(=O)Cn1cc([N+](=O)[O-])ccc1=O)C1CCCCC1
  -14%, -5%, -8%, 2%, 0, x
- Cc1nn(C)c(Cl)c1CN1CCCC(C(=O)Nc2cccc(-n3cccn3)c2)C1 (stereo unspecified)
  u, 0%, 52%, -10%, -27, 6%
- CC1CCCCN1S(=O)(=O)c1ccc(C(=O)Nc2nnc(-c3ccccc3Cl)o2)cc1 (stereo unspecified)
  u, 4%, -25%, -9%, u, u
- N[C@@H](Cc1ccc(O)cc1)c1nnc([C@H](CC(=O)O)NC(=O)C2CCNCC2)o1
  13%, 0%, -10%, -6%, -3, -12%
- Cc1cc(NC(=O)CCNS(=O)(=O)c2ccc3c(c2)CCCC(=O)N3)ccc1Br
  x, -1%, x, 18%, -29, x
- Cc1cc(=O)oc2cc(OCC(=O)NC3CC(C)(C)NC(C)(C)C3)ccc12
  -8%, 1%, -21%, 1%, 34, -8%
- COc1ccc(CCNC(=O)CNS(=O)(=O)c2ccc(F)c(Cl)c2)cc1OC
  -14%, 7%, 6%, u, 20, -3%
- O=C(/C=C/c1ccccc1)N1CCCN(C(=O)/C=C/c2ccccc2)CC1
  3%, -26%, 53%, 2%, 56, 1%
- Cc1noc(C)c1S(=O)(=O)N(CCc1ccccc1)Cc1ccccc1
  8%, -2%, -10%, -2%, -5, 8%
- CCCCn1c(NS(=O)(=O)c2ccc(C)cc2)c(C(=O)OCC)c2nc3ccccc3nc21
  15%, -2%, -17%, u, -18, u
- CC(C)(C)NC(=O)NC(=O)COC(=O)Cn1c(C(F)(F)F)nc2ccccc21
  15%, 0%, -13%, 1%, 40, 6%
- CCOC(=O)N1CCN(C(=O)C(C)N(c2ccccc2)S(C)(=O)=O)CC1 (stereo unspecified)
  14%, 9%, -6%, 3%, u, 2%
- Cc1ccc(NC(=S)NC2CCCC2)cc1
  -23%, 10%, 75%[activator], u, 2, -6%
- Cc1cccc(-c2oc3ccc(-c4ccc5c(c4)OCO5)cc3c2/C=C/c2ccc(N)cc2)c1
  7%, -18%, -15%, -3%, x, 16%
- CCN(CC)C(=O)CSc1nc2ccccc2o1
  -19%, -4%, -9%, 0%, -3, -3%
- CCOC(=O)C1CCCN(C(=O)c2ccc(CS(=O)(=O)c3ccc(Br)cc3)o2)C1 (stereo unspecified)
  -3%&2%, 20µM*, 17%, u, 145, 6%
- Cc1cccc(NC(=O)c2ccc(S(=O)(=O)NCc3cccnc3)cc2)c1
  u, 7%, -10%, -1%, u, x
- Cc1c(OC(C(=O)O)c2ccccc2)ccc2c(-c3ccccc3)cc(=O)oc12 (stereo unspecified)
  -6%, -24%, -28%, 7%, 0, u
- COc1cc(C(=O)NCC(=O)OCc2ccccc2Cl)cc(OC)c1OC
  -11%, 0%, -2%[2.29 µM], 3%, 39, -1%
- COc1ccc(NC(=O)COC(=O)c2ccc(S(=O)(=O)N(C)c3ccccc3OC)cc2)c(OC)c1
  x, 14%, 12%, 7%, x, 1%
- O=C(Nc1cccn2ncnc12)c1ccccc1
  4%, -17%, -2%, 5%, -21, -1%
- O=C(Nc1ccc2c3c(cccc13)CC2)c1ccc(Br)o1
  u, -23%, -21%, 1%, -22, -1%
- CN(C)c1nc(N)nc(-c2nc3ccccc3s2)n1
  6%, -2%, 0%, -1%, 105, 9%
- Oc1ccc(-c2csc(Nc3ccccn3)n2)cc1O
  5%, u, 1.6µM*, -8%, 252, -17%
- CCOCCCn1c(=N)c(C(=O)NC2CCCC2)cc2c(=O)n3cccc(C)c3nc21
  x, 0%, x, 19%, 14, x
- Cc1ccc(OCC(=O)NNC(=S)NC(=O)C2CC2)c(C)c1
  x, -1%, -30%, u, 12, x
- Cc1ccc(C(=O)Nc2ccc3c(c2)ncn3C)cc1
  -21%, 4%, -16%, u, 91, 3%
- Cc1ccccc1C(=O)Nc1cccc(C(=O)OCc2cc(=O)n3nc(C4CC4)sc3n2)c1
  x, -7%, x, 11%, -1, x
- CCOC(=O)c1cc(S(=O)(=O)N2CCN(C3CCCCC3)CC2)cn1C
  -3%, -15%, -1%, 2%, -10, -1%
- Cc1ccc(NC(=O)COC(=O)CCc2ccc(S(=O)(=O)N3CCOCC3)cc2)cc1F
  -16%, 4%, 11%, -9%, -37, -3%
- O=[N+]([O-])c1nn(-c2ccc3c(c2)OCCO3)n(O)c1=NCc1ccc(F)cc1
  u, -14%, -2%, -10%, 33, -2%
- CCOC(=O)c1c(S(=O)(=O)NCC(=O)Nc2cccc(F)c2)c(C)n(C)c1C
  18%, 2%, -1%, 3%, 14, x
- O=C(CN1C(=O)c2ccccc2S1(=O)=O)Nc1ncc(Cl)cc1Cl
  -8%, x, -39%, x, -13, x
- COc1ccccc1/C=N\Nc1cc(C)nc(-n2nc(C)cc2C)n1
  3.2µM*, -1%, 204%[activator], u, -94*, 6%
- O=C(CN1C(=O)NC2(CCc3ccccc32)C1=O)c1ccc(Br)cc1 (stereo unspecified)
  u, u, -21%, 1%, -28, x
- COc1ccc(NC(=O)C(=O)NCc2ccncc2)c(OC)c1
  -8%, 3%, -16%, -13%, -2, 8%
- CC(=O)c1cccc(NC(=O)NNC(=O)c2ccc3ccccc3c2)c1
  15%, 12%, -12%, 7%, 21, 3%
- C=CCn1c(CCNC(=O)C(C)(C)C)nc2ccccc21
  -27%, -2%, -5%, 4%, 12, 2%
- COc1ccccc1NC(=O)CSc1nccc(-c2ccco2)n1
  -8%, 25µM*, -40%, -4%, 16, x
- COc1cc(CN2CCNC(=O)C2CC(=O)N2CCCN(C(C)=O)CC2)cc(OC)c1 (stereo unspecified)
  20%, 32µM*, -8%, 10%, x, x
- C[n+]1ccc(/C=C/c2c[nH]c3ccc(F)cc23)cc1
  1µM*, -19%, -4%, -1%, -97*, u

# The list continues:
# Each structure is followed by: HCV inhibitor, Sm TGR block, AmpC inh no detg, AmpC detergent, HCMV antiviral, Giardia FBPA inh
- CC1CCN(c2ccc(S(=O)(=O)N3CCC(C)CC3)cc2N)CC1
  u, -2%, -27%, -7%, 0, 9%
- Cc1ccc(CSc2nnc(Cn3c(=O)sc4ccccc43)n2C)cc1
  -5%, 7%, -12%, u, -20, -4%
- Cc1ccc(Cn2c(=O)c3cccnc3n(CC(=O)Nc3cccc(C(F)(F)F)c3)c2=O)cc1
  u, 2%&-4%, -33%, 23%&4%, -8&-19, 0%
- CCN(c1ccccc1)S(=O)(=O)c1ccc2c(c1)N(C(C)=O)CCO2
  0%, -6%, 17%, u, 0, 13%
- O=C(c1cc2cc(Br)ccc2[nH]1)N1CCc2ccccc21
  11%, 1%, -34%, 0%, 39, -8%
- CCn1c(SCC(=O)Nc2cccnc2Cl)nnc1-c1ccccc1
  2%, -1%, -7%, -2%, -4, 4%
- COc1ccc(NC(=O)Cn2ncc3c([nH]c4ccccc43)c2=O)cc1Cl
  x, 4%, x, 13%, -13, x
- CCn1nc(C)c(/C=N/NC(=O)Cn2nc(C)cc2C)c1C
  1%, 1%, -9%, -10%, 12, 4%
- CC(C)C(=O)Nc1ccc(NC(=O)c2cc3ccccc3o2)cc1
  u, 0%, -20%, -3%, 11, 1%
- COc1cccc(CN(C)C(=O)C2CC(=O)N(c3ccc4c(c3)OCCO4)C2)c1 (stereo unspecified)
  -17%, -1%, 6%, -14%, -36, x
- COc1ccc(N/N=C(\C#N)C(=N)SCc2ccccc2)cc1
  1%, u, -39%, 4%, 20, -26%
- CCOC(=O)c1c(C)[nH]c(C)c1S(=O)(=O)N1CCC(C(=O)N2CCN(c3cccc(Cl)c3)CC2)CC1
  x, 9%, x, 9%, 7, x

# Compound profiles (already shown). Screens in order: HCV inhibitor | Sm TGR block | AmpC inh no detg | AmpC detergent | HCMV antiviral | Giardia FBPA inh
# O=C(OC(C(=O)NCc1ccco1)c1ccc(Cl)cc1)c1cccs1 (stereo unspecified) across the screens: 16% | -28% | -32% | -11% | 7 | -5%
# Cc1cccc(-c2oc3ccc(-c4ccc5c(c4)OCO5)cc3c2/C=C/c2ccc(N)cc2)c1 across the screens: 7% | -18% | -15% | -3% | x | 16%
# CCOC(=O)c1c(S(=O)(=O)NCC(=O)Nc2cccc(F)c2)c(C)n(C)c1C across the screens: 18% | 2% | -1% | 3% | 14 | x

# Bioassay records as filed in PubChem BioAssay.
